Thrombin inh – inhibitors of human thrombin; inhibition, % at 5 µM; 0.26% of 220,000 active; P00734; alpha-thrombin, Boc-VPR-AMC fluorogenic substrate cleavage;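 active = inhibition at or above 40%; inactive = inhibition below 40%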;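 also: 0% = enzyme with no compound and 100% = wells without enzyme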
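Material: Human alpha-thrombin protein | Buffer or medium: pH 7.5 Tris-saline with Tween 20 | Reagent: Boc-VPR-AMC substrate, 15 µM final | Schedule: Reaction at ambient temperature | Detection: AMC fluorescence at 355 nm excitation and 460 nm emission | Evaluation: Percent inhibition scaled between no-compound controls and no-enzyme blanks | Controls: no-compound enzyme wells and no-enzyme blanks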
zfTRPN1 agonist – agonists of zebrafish TRPN1 channel; HEK293 zebrafish TRPN1-YFP, Fluo-8 calcium fluorescence; 100% = response to 87 µM carbachol; activation, % at 3 µM; 0.18% of 220,000 active;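 active = activation above its plate's cutoff, the mean activation of test wells on that plate plus 3 SD, cut at about 19% in these data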;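 also: 0% = DMSO alone and 100% = 87 µM carbachol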
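System: zebrafish TRPN1-YFP in HEK293 cells / Dosing: 3 µM single point / Timing: dye loading 1 h at 37 °C, then 30 min room temperature / Signal: Fluo-8 calcium fluorescence, excitation 470-495 nm, emission 515-575 nm / Read-out basis: percent activation from peak over basal fluorescence ratio, control-normalized / Control set: high carbachol 87 µM, low DMSO alone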
EBV gp42 block – EBV gp42 inhibition. Q1HVG2. Fluorescence polarization binding assay, mP read-out. inhibition, % (tested at 21.74 µM). 0.42% of 220,000 active. AID 1085; in the data active = inhibition above about 50%
Target sequence (Q1HVG2 whole entry, looked up): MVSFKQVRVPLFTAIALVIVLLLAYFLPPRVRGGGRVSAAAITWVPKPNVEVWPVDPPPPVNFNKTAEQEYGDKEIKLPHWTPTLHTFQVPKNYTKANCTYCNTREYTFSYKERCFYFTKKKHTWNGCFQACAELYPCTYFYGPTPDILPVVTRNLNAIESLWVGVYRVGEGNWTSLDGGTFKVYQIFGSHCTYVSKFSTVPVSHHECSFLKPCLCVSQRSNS
Furin inh – blocks human furin protease activity; P09958; purified furin, fluorogenic substrate cleavage; inhibition, % at 30 µM; 0.061% of 220,000 active; AID 463115; in the data active = inhibition above about 25%; also: inactives centre near -15
Cl transport mod – modulators of human KCC2 chloride dependent transport; AID 1456; KCC2 cells, thallium flux FluoZin-2 fluorescence; Q9H2X9; B-score of Tl+ flux slope (higher = more flux/activation; lower = inhibition) at 10 µM; 2.2% of 190,000 active;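 active = thallium flux slope and its plate-corrected score both differing from the plate sample mean at a set confidence after two filtering rounds, in either direction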;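 also: slope of fluorescence scaled to starting intensity during 10 to 20 s after thallium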
m-calpain inh – blocks pig calpain II enzyme activity; purified calpain II, fluorogenic peptide substrate, 30 min; inhibition, % at 16 µM; 0.37% of 220,000 active; AID 1236;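 active = inhibition above about 50%, limit read from the data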
TRPML3 ag – human mucolipin-3 channel agonism; Q8TDD5; activation, % at 3 µM; HEK293 TRPML3-YFP, Fluo-8 calcium fluorescence; 100% = the carbachol control signal; 0.29% of 220,000 active;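 active = activation above its plate's cutoff, the mean activation of the plate's test wells plus 3 SD, cut at about 12% in these data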;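 also: 0% = DMSO only wells and 100% = carbachol wells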
Target sequence (Q8TDD5 whole entry, looked up): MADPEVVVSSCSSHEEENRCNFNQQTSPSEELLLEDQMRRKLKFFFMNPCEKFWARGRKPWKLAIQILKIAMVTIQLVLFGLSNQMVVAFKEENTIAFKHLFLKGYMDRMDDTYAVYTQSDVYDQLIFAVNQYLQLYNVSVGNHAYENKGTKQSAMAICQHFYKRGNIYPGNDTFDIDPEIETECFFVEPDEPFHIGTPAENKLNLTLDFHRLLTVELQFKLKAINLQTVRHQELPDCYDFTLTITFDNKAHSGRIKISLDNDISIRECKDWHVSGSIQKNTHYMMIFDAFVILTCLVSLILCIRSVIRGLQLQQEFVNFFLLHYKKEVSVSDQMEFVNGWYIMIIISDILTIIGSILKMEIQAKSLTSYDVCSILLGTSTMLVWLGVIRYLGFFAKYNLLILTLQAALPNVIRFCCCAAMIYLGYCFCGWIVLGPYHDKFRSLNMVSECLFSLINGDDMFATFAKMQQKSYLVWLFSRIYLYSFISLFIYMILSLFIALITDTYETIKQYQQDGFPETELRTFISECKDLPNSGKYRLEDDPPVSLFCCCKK
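Test system: HEK293 cells stably carrying human TRPML3-YFP; Doses: single dose, 3 µM final nominal compound, 0.3% DMSO final; Schedule: dye loading 1 h 37 °C then 30 min ambient, 125 s read; Technique: Fluo-8 calcium fluorescence; Benchmarks: high control carbachol 87 µM, low control DMSO.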
PPC-1+TRAIL kill – compounds killing PPC-1 cancer cells with TRAIL present (potentiator screen, no TRAIL-free arm). cell killing (% activity), % at 4 µM. 0.41% of 220,000 active. PPC-1 cells + TRAIL, ATPLite viability luminescence;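 active = cell killing above 50% in the first pass at 4 µM, then a duplicate retest at 5 µM averaging 50% or more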;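 also: plate controls were cells with TRAIL plus DMSO for no effect and medium-only wells lacking cells for full effect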
TbHK1 inh – blocks Trypanosoma brucei hexokinase 1 activity. AID 1430. recombinant TbHK1, G6PDH-coupled NADH A340. inhibition, % at 10 µM. 0.11% of 220,000 active;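 active = inhibition of 50% or more in the single-dose primary screen; inactive = inhibition below 50%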
The depositor's hits bear a star; i = inactive; / = no result given; [ ] = another dose, or the depositor's remark.

SMILES | Thrombin inh | zfTRPN1 agonist | EBV gp42 block | Furin inh | Cl transport mod | m-calpain inh | TRPML3 ag | PPC-1+TRAIL kill | TbHK1 inh
COc1c(C)cc(C(=O)C2CCCN(Cc3cnc(N4CCOCC4)s3)C2)cc1C (stereo not drawn) | -0.2 | 7.1 | -6.0 | -5.1 | -1.27 | 15.9 | 3.5 | 14.2 | -0.7
CCn1c(SCC(=O)N2CCC(C(N)=O)(N3CCCCC3)CC2)nc2ccccc2c1=O | / | 0.8 | / | -12.5[20 µM] | -1.15 | / | -0.5 | / | 0.2
CCCC(C)C(=O)Nc1nc(C)c(-c2csc(Nc3cc(OC)ccc3OC)n2)s1 (stereo not drawn) | -3.2 | 1.0 | -9.4 | -15.9[20 µM] | 1.13 | -42.9 | 0.9 | -2.7 | -15.9
Cn1c(NCC(O)CO)nc2c1c(=O)n(Cc1ccc(Cl)c(Cl)c1)c(=O)n2C (stereo not drawn) | 8.6 | -0.1 | -11.4 | -21.5[20 µM] | 0.696 | -14.7 | 1.4 | -7.3 | 1.2
CC1=CC(C)(C)n2c(O)c(N=N)c3cc(C)cc1c32 | -1.1 | -3.8 | 12.2 | -8.8 | -1.45 | 26.6 | -1.1 | 8.7 | -8.1
COc1cc(/C=C2/C(=O)N(c3ccc([N+](=O)[O-])cc3)N=C2N2CCOCC2)ccc1O | 19.6 | 1.4 | -1.7 | 8.9 | 0.153 | 22.5 | 0.6 | 9.7 | -43.1
Cc1cc(NC(=O)C2CCN(S(=O)(=O)c3cnc[nH]3)CC2)ccc1Br | -8.6 | 2.0 | -0.7 | -18.6 | -1.66 | -10.6 | 0.6 | -14.9 | -2.8
O=CN1CCN(C2CC(=O)N(c3ccc4c(c3)OCO4)C2=O)CC1 (stereo not drawn) | -18.0 | -0.9 | -11.2 | -25.5[20 µM] | -0.113 | 17.5 | 0.5 | -0.4 | 1.5
CCOc1cccc(-c2nnc(SCC(=O)Nc3cc(C)ccc3OC)n2N)c1 | -6.2 | -0.2 | -5.9 | -16.0 | / | -22.9 | 0.3 | 16.3 | -7.1
N#CC1=C(N)OC2=C(C(=O)CCC2)C12C(=O)N1CCCc3cccc2c31 (stereo not drawn) | 8.4 | -0.5 | 2.6 | -13.6[20 µM] | 0.688 | 2.9 | 0.8 | -9.7 | -5.2
Cc1nc(Cl)sc1C(=O)Nc1cccc(Cl)c1C | -11.7 | -2.5 | -1.4 | -23.5 | -0.0228 | -5.4 | -0.2 | 39.4 | -1.6
O=C(O)c1ccc(S(=O)(=O)Nc2ccc(F)c(Cl)c2)cc1 | -0.3 | 0.2 | -11.5 | -7.7 | 0.642 | -20.7 | 0.5 | 11.6 | 3.2
CCN(CC)c1ccc(/C=N/NC(=O)c2ccc([N+](=O)[O-])cc2)cc1 | -11.9 | 0.1 | 3.9 | -26.3 | 0.0988 | -6.6 | 1.1 | 11.1 | -8.1
O=C1CN(Cc2cc(=O)oc3cc4c(cc23)CCC4)CCN1 | 2.8 | 0.9 | -11.3 | -23.7 | 0.456 | -4.3 | -0.4 | -8.8 | -12.0
Cc1ccc(C(=O)N2CCN(C3CCCCC3)CC2)s1 | -7.3 | 0.4 | -3.1 | -24.4 | 1.07 | -4.8 | 0.0 | 15.6 | -2.3
CN(CCc1ccccn1)C(=O)CC1C(=O)NCCN1Cc1ccc(-c2ccccc2)cc1 (stereo not drawn) | -6.9 | -1.1 | 1.3 | -3.6 | 1.12 | 20.6 | 0.4 | 12.5 | -3.5
CC1=C(C(=O)OC2CCCCC2)C(c2ccc(C)o2)C2=C(CC(C)(C)CC2=O)N1 (stereo not drawn) | 1.1 | -0.3 | -24.9 | -27.6[20 µM] | 0.0274 | -111.9 | 0.3 | -2.9 | -1.2
CC(=O)OC(C)C(=O)NS(=O)(=O)c1ccc(C)cc1 (stereo not drawn) | -2.1 | 1.5 | 3.4 | -15.0 | 0.468 | -7.8 | 0.7 | 28.8 | -13.3
Cc1ccccc1-n1cnc2c(sc3nc(N4CCOCC4)c4c(c32)CCCC4)c1=O | -3.4 | -3.4 | -7.6 | 0.7 | -0.428 | -43.6 | 0.1 | 26.2 | -47.4
CN(CCc1ccccn1)S(=O)(=O)c1ccc2c3c(cccc13)C(=O)N2 | -4.6 | 2.1 | -5.3 | -26.8[20 µM] | 0.33 | i | 0.2 | 30.9 | -12.4
CCCCC(=O)NCc1ccc(Cl)cc1 | -1.1 | -2.1 | -6.5 | -7.6 | 0.139 | 21.1 | 0.5 | 17.3 | 7.4
O=C(COC(=O)/C=C/c1ccccc1)NCCC1=CCCCC1 | 1.9 | -1.4 | -10.4 | 4.0 | -1.14 | 12.2 | -1.0 | 3.8 | 0.4
CC(C)n1nc(C(=O)N2CCN(S(=O)(=O)c3cccs3)CC2)c2ccccc2c1=O | -8.4 | -1.0 | -17.1 | -21.8 | -1.08 | -8.4 | 0.7 | -1.1 | 4.4
Cc1c(F)cccc1NC(=O)CCC(=O)O | -5.4 | 0.5 | 0.5 | -22.1[20 µM] | -1.34 | 21.6 | 0.1 | 1.2 | -4.2
Cc1nc2sc(C(=O)Nc3ccccc3)c(N)c2c(C)c1[N+](=O)[O-] | -16.3 | -0.1 | -9.4 | -8.4 | 0.947 | 27.1 | 0.5 | 35.0 | -7.4

Some of these compounds in order of length of the SMILES, highest first.
SMILES | Thrombin inh | zfTRPN1 agonist | EBV gp42 block | Furin inh | Cl transport mod | m-calpain inh | TRPML3 ag | PPC-1+TRAIL kill | TbHK1 inh
CC1=C(C(=O)OC2CCCCC2)C(c2ccc(C)o2)C2=C(CC(C)(C)CC2=O)N1 (stereo not drawn) | 1.1 | -0.3 | -24.9 | -27.6[20 µM] | 0.0274 | -111.9 | 0.3 | -2.9 | -1.2
Cc1nc2sc(C(=O)Nc3ccccc3)c(N)c2c(C)c1[N+](=O)[O-] | -16.3 | -0.1 | -9.4 | -8.4 | 0.947 | 27.1 | 0.5 | 35.0 | -7.4
CCOc1cccc(-c2nnc(SCC(=O)Nc3cc(C)ccc3OC)n2N)c1 | -6.2 | -0.2 | -5.9 | -16.0 | / | -22.9 | 0.3 | 16.3 | -7.1

Next part.
SMILES | Thrombin inh | zfTRPN1 agonist | EBV gp42 block | Furin inh | Cl transport mod | m-calpain inh | TRPML3 ag | PPC-1+TRAIL kill | TbHK1 inh
Cc1[nH]c2ccccc2c1C(=O)NS(=O)(=O)Nc1ccc(Cl)cc1 | -10.9 | -0.1 | -8.5 | -30.3 | 1.1 | -5.0 | 1.1 | 1.9 | -1.6
O=C(NNS(=O)(=O)c1ccccc1[N+](=O)[O-])c1ccccc1Cl | -6.6 | 0.3 | -5.0 | -19.6 | -0.07 | 17.3 | 0.0 | 7.3 | 6.5
COc1ccc(CNC(=O)c2csnn2)cc1 | 7.1 | -0.7 | 2.7 | -9.2 | / | 39.1 | -1.1 | 0.9 | 5.4
O=C(NCc1cccc(Cl)c1)c1cccc(C(F)(F)F)c1 | -0.6 | -1.7 | -5.4 | -19.3[20 µM] | 0.105 | 14.2 | -1.3 | 25.8 | -1.8
CNc1ccc(S(=O)(=O)NCC(=O)OCC(=O)Nc2cccc(Cl)c2Cl)cc1[N+](=O)[O-] | -6.9 | -1.6 | -18.8 | -5.7 | 1.01 | -3.6 | -0.1 | 21.5 | 33.4
O=C(C1=C[C@H](c2csc3ccccc23)C[C@H](OCCCCO)O1)N1CCN(Cc2ccccc2)CC1 | -4.4 | 1.2 | -4.3 | -22.4 | -0.401 | -4.8 | 0.5 | 11.2 | -15.4
COc1cccc(NC(=S)/C(=C(\[O-])c2cc(C)n(-c3ccccc3F)c2C)[n+]2ccc(N(C)C)cc2)c1 | 13.3 | 0.5 | 3.3 | -15.9 | -2 | -82.5 | 0.3 | 18.5 | -22.1
COc1cccc(Cn2cnc3c(NS(=O)(=O)c4cc(Cl)ccc4Cl)c(C)c(C)cc32)c1 | -9.5 | -0.7 | 4.1 | -7.2[20 µM] | / | -203.4 | -0.3 | 10.6 | 2.8
O=C1CC(N2CCOCC2)C(=O)N1c1ccc(Cl)cc1 (stereo not drawn) | -3.5 | 1.8 | -23.8 | -16.6 | 0.583 | -18.5 | 0.6 | -4.7 | 1.7
c1ccc(CNn2c(N3CCOCC3)nc3ccccc32)cc1 | -2.7 | 0.9 | 12.7 | -4.4 | / | 7.4 | -0.5 | -8.0 | -2.9
NC(=O)c1cc(-c2ccccc2)nc(N2CCOCC2)n1 | -2.9 | 0.4 | -21.1 | -3.7[20 µM] | -0.246 | -1.2 | 0.1 | 14.0 | -14.9
O=S(=O)(c1ccc(OCC(O)CN2CCCCC2)cc1)N1CCOCC1 (stereo not drawn) | 0.6 | 0.3 | -5.3 | -7.0[20 µM] | 0.626 | 13.9 | 0.9 | 21.9 | 4.4
Cc1ccc(C(NC(=O)NC(C)c2ccccc2)C(Cl)(Cl)Cl)cc1F (stereo not drawn) | -13.1 | 0.2 | 6.8 | -18.7 | 0.951 | -15.4 | 0.4 | -7.7 | 5.7
Cc1cc(NC(=O)Cn2cnc3c2c(=O)n(C)c(=O)n3C)n(-c2ccccc2)n1 | 3.1 | 0.6 | -21.6 | -7.3[20 µM] | / | -22.2 | 0.6 | 10.8 | 6.5
Cc1ccccc1CN1CCN(CC(=O)NCc2ccco2)C1=O | 25.9 | 1.1 | -14.6 | -12.2[20 µM] | -0.819 | -6.5 | -0.1 | 6.8 | 13.1
O=C(NC1CCCCCC1)C1CCN(C(=O)Cc2ccccc2)CC1 | -3.6 | -1.4 | -9.2 | -24.1 | / | -7.6 | 0.6 | 14.5 | -1.5
COCCOC(=O)C1=C(C)NC(=O)NC1c1cn(-c2ccccc2)nc1-c1cccs1 (stereo not drawn) | 1.5 | 0.5 | -4.3 | -12.0 | 0.46 | 9.3 | 0.7 | -5.9 | -6.8
CCCCn1ccc(O)c(Cc2ccc(F)cc2)c1=O | -8.8 | 0.2 | -5.8 | -24.0[20 µM] | -0.037 | 1.5 | 0.2 | 25.9 | -3.0
Cc1cc(C)n(-c2ncnc3c2oc2ccccc23)n1 | -2.2 | -0.4 | -20.4 | -20.1 | 0.0259 | 15.4 | -0.5 | 5.9 | -1.7
COc1ccc(-c2noc(=O)n2CC(=O)N2CCC(Cc3ccccc3)CC2)cc1 | -9.2 | 0.8 | -12.1 | -28.1 | -4.73* | -3.4 | 0.8 | -11.0 | -0.7
Cc1cccc(NC(=O)C2CCCN2S(=O)(=O)c2ccc3c(c2)n(C)c(=O)c(=O)n3C)c1 (stereo not drawn) | -0.2 | -1.9 | -13.4 | -14.3 | 1.58 | -14.8 | 0.0 | -0.6 | -13.0
COc1ccc(N=C(N)SCc2ccccn2)cc1 | -6.0 | 6.3 | 6.9 | -22.9 | / | -7.6 | 5.6 | 7.2 | -2.0
O=C(Nc1cccc(NC(=O)c2ccc(-c3ccc(Br)cc3)o2)c1)c1ccccc1 | -1.6 | 0.1 | -27.3 | -29.2[20 µM] | -0.2 | -113.2 | 0.3 | 23.5 | -11.4
Cc1ccc(C(=O)Nc2cc(-c3ccn[nH]3)c(C)n(N)c2=O)cc1 | -8.7 | -0.5 | -10.0 | -16.1 | 0.686 | -7.1 | 1.0 | 12.5 | -9.8
COc1ccc(N(C)S(=O)(=O)c2ccc(Cl)c(C(=O)NCCc3ccc(Cl)cc3)c2)cc1 | 2.3 | -2.2 | -23.9 | 1.0 | -6.14* | 22.6 | 1.2 | 11.8 | 5.8

High-throughput results as filed in PubChem.
